CCHFV vOTU inh = blocks the CCHF virus ovarian tumor domain protease | CCHFV vOTU protease, Pep-AMC fluorescence | inhibition, % at 11.5 µM | 0.55% of 370,000 active | AID 651958; note: 0% = vehicle wells with enzyme and 100% = no enzyme wells
BoNT F protease = BoNT F light chain protease inhibition; inhibition, % at 10 µM; 0.22% of 360,000 active; AID 588497; Multiplex microsphere protease cleavage assay, flow cytometry; in the data active = inhibition above about 35%, passing the limit was not always enough; inconclusive = no clear call, values can overlap the other calls; note: plate controls were buffer without enzyme for full effect and enzyme alone for no effect
Mtb UGM inh = Mtb UDP-galactopyranose mutase inhibition | purified UGM, fluorescence polarization probe displacement | inhibition, % at 10 µM | 0.06% of 320,000 active; in the data active = inhibition above about 10%, passing the limit was not always enough; inconclusive = no clear call, values can overlap the other calls
Target sequence (P9WIQ1 whole entry, looked up): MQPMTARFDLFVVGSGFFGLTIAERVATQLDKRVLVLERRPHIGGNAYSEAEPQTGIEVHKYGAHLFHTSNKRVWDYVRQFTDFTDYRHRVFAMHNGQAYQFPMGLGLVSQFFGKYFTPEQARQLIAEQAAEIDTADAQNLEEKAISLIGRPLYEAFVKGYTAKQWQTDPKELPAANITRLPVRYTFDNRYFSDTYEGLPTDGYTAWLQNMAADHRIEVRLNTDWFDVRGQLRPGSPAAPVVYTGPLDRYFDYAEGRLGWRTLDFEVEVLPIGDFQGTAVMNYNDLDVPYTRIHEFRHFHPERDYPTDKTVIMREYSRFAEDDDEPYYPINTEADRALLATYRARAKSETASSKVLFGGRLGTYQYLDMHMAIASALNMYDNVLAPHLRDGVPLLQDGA
PrPC TRFRET = inhibitors of human cell surface prion protein PrPC; 0.43% of 370,000 active; inhibition, % at 13.8 µM; TR-FRET read-out; AID 720596; P04156; in the data active = inhibition above about 24%; note: 0% = median of the test wells and 100% = reference compound wells
BoNT-A LC inh2 = inhibitors of Botulinum neurotoxin A light chain protease. multiplex microsphere protease substrate cleavage, flow cytometry. inhibition, % at 10 µM. 0.17% of 360,000 active. AID 588499; in the data active = inhibition above about 30%; inconclusive = no clear call, values can overlap the other calls; note: plate controls were buffer without enzyme for full effect and enzyme alone for no effect
BioA inh = blocks M. tuberculosis BioA enzyme activity | purified M. tuberculosis BioA enzyme, plate reader | inhibition, % at 9.99 µM | 0.096% of 360,000 active; in the data active = inhibition above about 40%; inconclusive = no clear call, values can overlap the other calls
FBA Mtb inh = Mtb fructose-bisphosphate aldolase inhibition; 2.3% of 360,000 active; purified M. tuberculosis FBA, fluorescence read-out; inhibition, % at 1 µM; in the data active = inhibition above about 27%;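 note: 0% = vehicle and 100% = reference inhibitor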
Target sequence (P9WQA3 whole entry, looked up): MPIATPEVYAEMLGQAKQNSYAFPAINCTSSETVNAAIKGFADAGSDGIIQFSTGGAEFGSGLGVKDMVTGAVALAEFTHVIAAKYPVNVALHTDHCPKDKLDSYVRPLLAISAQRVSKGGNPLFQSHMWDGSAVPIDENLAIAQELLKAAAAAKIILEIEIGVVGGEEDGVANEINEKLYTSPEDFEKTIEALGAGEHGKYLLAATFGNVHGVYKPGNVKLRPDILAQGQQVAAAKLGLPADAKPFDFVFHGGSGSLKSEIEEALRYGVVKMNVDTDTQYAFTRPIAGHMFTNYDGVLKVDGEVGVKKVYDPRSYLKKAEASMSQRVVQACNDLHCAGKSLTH
FadD28 FP inh = M. tuberculosis FadD28 bisubstrate binding inhibition; FadD28 bisubstrate probe binding, fluorescence polarization; inhibition, % at 12.5 µM; 0.22% of 360,000 active; AID 588549; in the data active = inhibition above about 8.5%, passing the limit was not always enough; inconclusive = no clear call, values can overlap the other calls
GDH-TPI inh = GDH-TPI coupled enzyme inhibition counter-screen | GDH-TPI coupled enzyme counterscreen, NADH absorbance | inhibition, % at 4.8 µM | 1.2% of 360,000 active;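 note: 0% = DMSO wells and 100% = wells lacking the enzyme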
Numbers without * were called inactive; ? = inconclusive; . = no result given. Cut-off read from the data, not from the text of the source, unless noted: active = inhibition above about 30%; inactive = the rest.

SMILES | CCHFV vOTU inh | BoNT F protease | Mtb UGM inh | PrPC TRFRET | BoNT-A LC inh2 | BioA inh | FBA Mtb inh | FadD28 FP inh | GDH-TPI inh
CCOC(=O)c1c(C)[nH]sc1=S | 3 | -30 | . | 21 | -1.6 | -3.6 | 1 | -1.3 | 29
COc1cccc(CNC(=O)CCn2c(=O)oc3ccccc32)c1 | 1 | -4 | -2.1 | -1 | -3.2 | -0.2 | 1 | -1.5 | 6
O=C(Nc1cccc(NC(=O)c2ccco2)c1)c1cccc(Br)c1 | 5 | -12 | 2.6 | 5 | -0.5 | 4.0 | 2 | -4.1 | -1
CC(=O)NC(c1cccc(F)c1)c1nc(-c2cccc(C(C)C)c2)cs1 (configuration not stated) | 16 | -4 | . | 5 | -0.7 | -2.0 | -5 | -0.4 | 4
CC(NC(=O)C1CC1)C(c1cccs1)N1CCN(c2ccccc2)CC1 (configuration not stated) | -5 | 1 | 1.0 | -3 | -0.6 | -3.6 | -2 | -1.0 | 2
COc1cc(/C=C(\C#N)C(=O)Nc2ccccc2)ccc1OCCN1CCOCC1 | 18 | -5 | -0.7 | 6 | -0.6 | 2.5 | 0 | -1.0 | 7
CCCCNC(=O)CSc1nc2ccccc2n1S(=O)(=O)c1ccc(Br)cc1 | -4 | 2 | -1.9 | -4 | 0.1 | . | 2 | -0.1 | -4
C=CC(COCc1ccccc1)N(C(=O)OC(C)(C)C)S(=O)(=O)c1ccccc1Br (configuration not stated) | 10 | -1 | 1.7 | 12 | 0.8 | -0.9 | 6 | ? | 14
CCOC(=O)[C@@H]1[C@H]2COc3cc(OC)ccc3[C@H]2N2C(=O)N(c3cccc(Cl)c3)C(=O)[C@]12C | . | -1 | -0.9 | . | -0.4 | -1.4 | -3 | -1.6 | 9
COc1ccc(CCNC(=O)c2ccccc2SC)cc1 | 2 | -2 | 3.5 | -4 | -0.5 | . | 0 | 0.1 | 0
O=C(COC(=O)C1CCC1)NC(=O)c1ccccc1 | 7 | -7 | 1.7 | -7 | -3.8 | -1.0 | -2 | -1.2 | -5
CC1=NN(c2ccccc2)C(=O)C1=Cc1ccccc1 | 17 | 0 | . | -4 | -0.3 | -0.1 | -2 | -3.5 | 1
Cc1nc2ccccc2nc1CSc1nncs1 | 15 | 5 | -0.5 | 6 | 2.2 | 6.2 | 1 | 0.0 | 9
CCn1cc(/C=C(\NC(=O)c2ccc(OC)c(OC)c2)C(=O)NCCN2CCOCC2)c2ccccc21 | -1 | -1 | 0.0 | -10 | -3.5 | . | -2 | 0.0 | 23
COc1ccc(OC)c(-c2csc(NC(=O)C3c4ccccc4Oc4ccccc43)n2)c1 | -15 | 7 | 0.1 | 6 | -1.9 | 7.7 | -4 | -1.8 | 25
COc1ccc(C(CCNCc2ccc(OC)c(OC)c2)c2ccc(F)cc2)cc1 (configuration not stated) | 6 | ? | 1.2 | -8 | -1.8 | 0.7 | 0 | -4.4 | -8
COc1cccc(S(=O)(=O)Nc2ccc(C(O)(C(F)(F)F)C(F)(F)F)cc2)c1 | 20 | 1 | . | 6 | -0.2 | 3.5 | -3 | -34 | -9
O=C(Nc1cccc(S(=O)(=O)N2CCCC2)c1)[C@H]1C[C@H](O)[C@@H](CO)O1 | 5 | -3 | . | -8 | -0.4 | -1.5 | 0 | -3.4 | -7
O=C(CSc1nc(-c2ccccc2)c(-c2ccccc2)[nH]1)Nc1nccs1 | . | -11 | 1.3 | . | -1.0 | 1.0 | 3 | -4.6 | 13
CCc1nc2ccc(C(=O)N3CCCC(C(N)=O)C3)cn2c1N(C=O)CC (configuration not stated) | -6 | -8 | . | 0 | -0.5 | -0.4 | -2 | -0.8 | 6
COc1cccc(CNC(C)(C)CO)c1OCc1ccc(Cl)cc1 | 19 | 0 | -2.3 | -3 | -0.6 | . | -1 | -2.3 | -3
c1ccc(CNc2nc(-c3cccs3)nc3ccccc23)nc1 | 6 | -4 | -0.5 | 2 | -0.6 | . | 3 | -5.1 | 20
COCCCn1c(=O)c2ccccc2n(CC(=O)NCCC2=CCCCC2)c1=O | -11 | 1 | -2.5 | 7 | 2.6 | -1.7 | 1 | -1.2 | -3
COc1ccc(CCNC(=O)c2nnc(Cc3c(F)cccc3Cl)o2)cc1OC | 3 | 6 | 0.9 | -1 | 0.2 | -3.7 | -2 | -4.1 | -7
Nc1nc(SCC(=O)N2CCN(c3ccc(F)cc3)CC2)n[nH]1 | -17 | 5 | 0.6 | 8 | 1.7 | -0.1 | -4 | -3.4 | 5
O=C(c1cc2ccccc2oc1=O)N(c1ccc(Cl)cc1)C1C=CS(=O)(=O)C1 (configuration not stated) | -17 | -3 | -0.2 | 1 | 0.6 | -1.0 | -1 | -1.1 | 12
Cc1cccc(NC(=S)N2CCN(Cc3ccccc3)CC2)c1C | -1 | -4 | 0.8 | 4 | -0.3 | . | 3 | -3.1 | 3
COCCNC(=O)c1ccccc1NC(=O)c1ccc(OC)c(OC)c1 | 5 | 9 | 0.1 | 2 | 0.3 | -0.3 | 3 | 2.9 | 4
CCCCC1CCC(C(=O)N2CCOCC2)CC1 (configuration not stated) | 15 | -3 | -0.9 | -6 | 0.7 | . | 0 | -0.3 | -8
COc1ccc(OCC(O)CNC(=O)c2ccc(C)cc2)cc1 (configuration not stated) | -13 | 6 | -4.0 | 11 | -0.3 | . | 1 | -3.3 | 2
O=C(CSc1nnc(Cc2ccsc2)o1)c1ccccc1 | 8 | . | -1.0 | 11 | . | -1.8 | 1 | -1.2 | 14
COc1ccc(-c2nnc3sc(-c4cccs4)nn23)cc1OC | 18 | -4 | -0.3 | -12 | 0.1 | -1.6 | 3 | -0.5 | 5
CCc1noc(C)c1C(=O)N1CCCC1 | . | 0 | 0.1 | . | ? | . | -2 | -0.1 | 20
COc1ccc(N2C(=O)CS(=O)C(c3ccccc3)C2=O)cc1 (configuration not stated) | 8 | -7 | 1.5 | -5 | -0.1 | . | -5 | -1.8 | 11
Cc1[nH]c2ccccc2c1C(=O)C(=O)NCCCn1ccnc1 | 11 | -6 | -1.1 | -4 | -2.2 | . | 0 | 0.7 | 16
CCCCOC(=O)CCn1[nH]c(=O)c2ccccc2c1=O | 12 | 0 | -0.4 | -1 | -0.8 | 1.0 | 3 | -0.8 | 13
CC(N)c1csc(Nc2nccc(C(F)(F)F)n2)n1 (configuration not stated) | 1 | -11 | . | -3 | -0.2 | 0.8 | 0 | -1.5 | 0
CC(=O)c1ccc(C(=O)N2CCC(CO)(Cc3cccc(C(F)(F)F)c3)CC2)cc1 | 8 | -10 | -6.1 | -11 | -0.4 | . | 2 | -2.0 | -7
Cc1ccc(-n2c(Cc3cccc4ccccc34)n[nH]c2=S)c(C)c1 | 3 | -6 | -1.3 | 4 | 0.0 | . | -1 | 0.2 | -1
O=C(COC(=O)COc1ccc(Cl)cc1)NC1CCCC1 | 11 | 2 | 1.1 | 2 | -0.2 | 0.3 | 2 | 0.6 | 9
O=C(/C=C/c1cc(Br)ccc1F)OCC(=O)N1CCCC1 | 5 | -2 | -1.6 | 0 | -0.5 | -0.8 | -2 | -3.4 | -12
CN(C)c1ccc(C2C3C=CC(C3)C2(C#N)C(=O)O)c(Br)c1 (configuration not stated) | 13 | -10 | 1.4 | -1 | -3.3 | -3.7 | -2 | -0.8 | 6
Cc1ccc(C(=O)CCC(=O)NN2C(=O)NC3(CCCCC3)C2=O)cc1 | -9 | 0 | 0.0 | 9 | -0.7 | . | 5 | -0.4 | 4
CCOc1ccc(CN2CCC(C(=O)N3CCN(c4ccccc4F)CC3)CC2)cc1OC | -7 | -1 | 2.8 | -4 | -0.7 | -0.5 | 6 | 0.4 | -2
Cc1ccccc1OCCCC(=O)Nc1ccc2c(c1)OCO2 | 14 | -19 | -0.2 | 7 | 0.0 | . | 3 | -3.7 | -11
CCOC(=O)c1c(C#N)cnn1-c1ccc(C)cc1 | 0 | 10 | -2.5 | 2 | 0.6 | . | 7 | -0.1 | -6
Cc1cc(C)cc(NC(=O)NNC(=O)c2cc3occc3[nH]2)c1 | -3 | 14 | 0.4 | -2 | 2.0 | 0.0 | -2 | -2.0 | -4
COc1ccc(-c2cnc(N)nc2-c2ccc(OC)cc2)cc1 | 5 | 8 | 1.7 | -5 | -2.5 | 0.3 | 9 | -3.6 | 6
CCOc1cc(CNCC(O)c2ccccc2)cc(Cl)c1OC (configuration not stated) | 2 | 41* | 1.9 | 9 | 3.6 | 0.7 | 1 | -2.0 | 2
COc1ccccc1C1CC(c2cccc(NS(C)(=O)=O)c2)=NN1S(=O)(=O)c1ccccc1 (configuration not stated) | 10 | -56 | -0.8 | 0 | -15 | -2.2 | 2 | -3.8 | 5
COc1cc(S(=O)(=O)n2nc(C)cc2C)ccc1Cl | -2 | -26 | -1.2 | 6 | -2.6 | 0.6 | 0 | -3.6 | 0
CN(C)c1cc[n+](CC[n+]2ccc(N(C)C)cc2)cc1 | 9 | 5 | -1.6 | 1 | -0.1 | -2.5 | -1 | 0.7 | 10
Nc1cccnc1Sc1ccc(Cl)cc1 | -3 | -1 | 2.1 | 3 | 0.4 | -1.1 | 7 | 1.4 | 7
COc1cccc(NC(=O)Nc2cc(C(=O)NCC3CCCO3)ccc2N2CC3CC(C2)c2cccc(=O)n2C3)c1 (configuration not stated) | 2 | 5 | 1.0 | 7 | 0.4 | 5.6 | 1 | -0.8 | -1
COC(=O)c1ccc(COc2ncnc3sccc23)cc1 | 2 | 2 | -2.0 | -3 | -0.9 | 2.9 | 2 | -3.4 | -3
O=C(c1cccc(F)c1)N1CCCC(C(=O)N2CCCCC2)C1 (configuration not stated) | 16 | 0 | 5.2 | 5 | -1.3 | -0.1 | 1 | -0.7 | -1
COc1ccc(C(N)c2csc(Nc3ncccn3)n2)cc1 (configuration not stated) | -7 | -4 | . | 36* | -0.5 | -3.2 | 4 | -0.1 | 6
CCc1ccc2c(c1)NC(=O)C2(C)Cc1ccc(Cl)s1 (configuration not stated) | 18 | -6 | . | 6 | -0.1 | -1.2 | 3 | -1.5 | 2
Cc1ccc(Oc2cc([N+](=O)[O-])cc3c2C(=O)Nc2ccccc2O3)cc1 | 8 | 1 | 0.5 | 9 | 1.2 | . | 2 | 1.6 | 14
O=C(CN1C(=O)NC2(CCCC2)C1=O)N1CCN(c2ccccc2Cl)CC1 | -2 | 5 | -1.9 | -3 | 1.6 | 0.7 | 1 | 0.6 | 2

Among those listed so far, these contain a thiophene ring, fused or not.
SMILES | CCHFV vOTU inh | BoNT F protease | Mtb UGM inh | PrPC TRFRET | BoNT-A LC inh2 | BioA inh | FBA Mtb inh | FadD28 FP inh | GDH-TPI inh
CC(NC(=O)C1CC1)C(c1cccs1)N1CCN(c2ccccc2)CC1 (configuration not stated) | -5 | 1 | 1.0 | -3 | -0.6 | -3.6 | -2 | -1.0 | 2
c1ccc(CNc2nc(-c3cccs3)nc3ccccc23)nc1 | 6 | -4 | -0.5 | 2 | -0.6 | . | 3 | -5.1 | 20
O=C(CSc1nnc(Cc2ccsc2)o1)c1ccccc1 | 8 | . | -1.0 | 11 | . | -1.8 | 1 | -1.2 | 14
COc1ccc(-c2nnc3sc(-c4cccs4)nn23)cc1OC | 18 | -4 | -0.3 | -12 | 0.1 | -1.6 | 3 | -0.5 | 5
COC(=O)c1ccc(COc2ncnc3sccc23)cc1 | 2 | 2 | -2.0 | -3 | -0.9 | 2.9 | 2 | -3.4 | -3
CCc1ccc2c(c1)NC(=O)C2(C)Cc1ccc(Cl)s1 (configuration not stated) | 18 | -6 | . | 6 | -0.1 | -1.2 | 3 | -1.5 | 2

Further compounds.
SMILES | CCHFV vOTU inh | BoNT F protease | Mtb UGM inh | PrPC TRFRET | BoNT-A LC inh2 | BioA inh | FBA Mtb inh | FadD28 FP inh | GDH-TPI inh
CC(/C=N/NC(=O)c1ccccc1F)=C\c1ccccc1 | 4 | -6 | -0.5 | -1 | -2.7 | 6.5 | -1 | -3.5 | 9
COc1ccc(CN2CCN(S(=O)(=O)c3ccc(NC(C)=O)cc3)CC2)c(OC)c1OC | -7 | 10 | -0.6 | -1 | 1.7 | . | 5 | -0.6 | 6
CCc1nc2ccc(C(=O)NCCN3CCOCC3)cn2c1N(CC)CCOC | 8 | -3 | . | -2 | -0.8 | -1.8 | -2 | -2.2 | -2
CCOc1ccc(OCC)c(NC(=O)CN(C)S(=O)(=O)c2cccc3nsnc23)c1 | 1 | 1 | 0.7 | -9 | -0.1 | 1.4 | -1 | -2.6 | -3
